High-throughput results from PubChem BioAssay.
Epigenetic derep = regulators of epigenetic silencing causing reporter derepression in mouse cells; 280,000 tested, 0.2% active; Potency, µM (top dose mostly 53.9 µM), without a hit: at the highest dose GFP activation, actives largely listed as activators; murine LDR cells, GFP reporter derepression, 30 h; AID 1865; note: % of control where 0% means no effect; nearly all actives have a fitted effect of over 60% in size
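In this reporter-derepression format, murine cells bearing a silenced integrated CMV-GFP locus incubate with test compound (30 h, 37 C), then are washed and imaged; fluorescent objects of 20–120 um count as induced cells.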
GoLoco inh red = RGS12 GoLoco-Gai1 interaction inhibition; Potency, µM (series often up to 61.6 µM), for the others: at the top dose activity, negative = inhibition, usual class: inhibitors; 230,000 tested, 0.44% active; AID 880; Gai1:RGS12 GoLoco peptide FP, rhodamine, 10 min; active = well fitted inhibition curve with a large enough effect, not every such curve was filed as active; inactive = no such curve, though single readings can be large or run the other way; note: % is set by controls: 0 for no effect and ±100 for the full control effect; nearly all actives have a fitted effect of over 30% in size; many of its hits are not listed in these tables
JMJD2E inh = blocks human JMJD2E demethylase activity; JMJD2E catalytic domain, FDH-coupled NADH fluorescence (FDH is formaldehyde dehydrogenase); Potency, µM (top dose mostly 57.1 µM), for the others: at the highest dose activity change, negative = inhibition, most hits filed as inhibitors; 230,000 tested, 1.6% active; active = well fitted inhibition curve with a large enough effect, not every such curve was filed as active; inconclusive = small, poorly fitted or top-dose-only effect, or another doubt; inactive = no such curve, though single readings can be large or run the other way;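 note: 0% = wells with enzyme and -100% = buffer wells without enzyme; nearly all actives have a fitted effect of over 50% in size; many of its hits are not listed in these tables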
RECQ1 helicase = inhibitors of human RECQ1 DNA helicase; P46063; RECQ1 DNA unwinding, red fluorescence kinetic read; Potency, µM (titrated, usually from 57.3 µM), for the others: at the highest dose activity, negative = inhibition, usual class: inhibitors; 240,000 tested, 0.54% active; AID 2549;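 note: plate controls were vehicle for no effect and no enzyme for full effect; nearly all actives have a fitted effect of over 30% in size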
Target sequence (P46063 whole entry, looked up): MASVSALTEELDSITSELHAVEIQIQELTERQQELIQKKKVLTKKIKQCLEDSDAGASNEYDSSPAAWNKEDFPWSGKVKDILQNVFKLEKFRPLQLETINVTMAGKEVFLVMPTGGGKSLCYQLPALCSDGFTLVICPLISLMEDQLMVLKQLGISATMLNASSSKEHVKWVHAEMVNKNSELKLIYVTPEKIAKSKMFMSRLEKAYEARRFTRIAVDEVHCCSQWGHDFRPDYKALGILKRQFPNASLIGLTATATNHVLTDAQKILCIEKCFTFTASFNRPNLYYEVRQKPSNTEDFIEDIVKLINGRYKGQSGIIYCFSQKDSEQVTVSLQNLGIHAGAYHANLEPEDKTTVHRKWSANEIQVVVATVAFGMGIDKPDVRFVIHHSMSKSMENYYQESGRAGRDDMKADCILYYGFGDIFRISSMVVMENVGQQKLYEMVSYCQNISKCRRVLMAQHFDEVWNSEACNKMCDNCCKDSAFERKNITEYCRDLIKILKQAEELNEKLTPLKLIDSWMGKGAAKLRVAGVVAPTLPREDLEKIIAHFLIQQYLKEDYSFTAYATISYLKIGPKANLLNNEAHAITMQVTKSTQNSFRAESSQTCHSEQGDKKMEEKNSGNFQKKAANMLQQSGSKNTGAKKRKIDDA
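RECQ1T1 50 nM; forked duplex (20 bp + 30-nt ss tails) 200 nM, ATP 2 mM final; pH 8.0, 2 mM MgCl2, 2.5 ug/ml poly(dI-dC); 15 min compound preincubation; discontinuous kinetic read over 2 h at RT.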
NPSR antag = blocks cAMP signaling of the human neuropeptide S receptor; Q6W5P4; CHO-NPSR cells, cAMP TR-FRET, antagonist mode; Potency, µM (doses to about 38.3 µM), for the others: at the top dose activity change, negative = inhibition, actives largely listed as inhibitors; 220,000 tested, 1% active; AID 1461; note: % is set by controls: 0 for no effect and ±100 for the full control effect; nearly all actives have a fitted effect of over 50% in size; many of its hits are not listed in these tables
Target sequence (Q6W5P4 whole entry, looked up): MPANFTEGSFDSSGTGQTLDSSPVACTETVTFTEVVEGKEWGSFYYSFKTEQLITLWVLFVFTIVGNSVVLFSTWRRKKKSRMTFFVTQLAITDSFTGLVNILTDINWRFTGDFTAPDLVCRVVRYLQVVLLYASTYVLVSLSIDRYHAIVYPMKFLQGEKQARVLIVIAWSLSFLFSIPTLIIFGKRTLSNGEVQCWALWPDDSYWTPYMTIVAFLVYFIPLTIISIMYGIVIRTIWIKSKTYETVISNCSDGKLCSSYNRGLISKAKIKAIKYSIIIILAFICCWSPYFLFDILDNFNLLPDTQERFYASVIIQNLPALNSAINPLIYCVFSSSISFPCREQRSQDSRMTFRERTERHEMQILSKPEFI
SMN2 splice up = SMN2 splice variant enhancement; HEK293 SMN2-luciferase splicing reporter, luminescence, 30-36 h; Potency, µM (doses to about 46.1 µM), without a hit: at the highest dose activity change, positive = activation, most hits filed as activators; 210,000 tested, 2.8% active; AID 1458; note: % of control where 0% means no effect; nearly all actives have a fitted effect of over 55% in size
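HEK293 cells carry an SMN2 minigene-luciferase reporter in which exon 7 inclusion puts luciferase in frame. Cells were seeded at 2000 cells/well, attached for 10-12 hours, then exposed to compounds for 30-36 hours at 37C before ONE-Glo luminescence.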
IMPase Li cell = membrane-permeable IMPase blocker, potentiated with lithium. CHO-M1 cells, IP1 TR-FRET (IP-One), carbachol + lithium. AID 1457. 210,000 tested, 0.35% active. Potency, µM (top dose mostly 59.4 µM), for inactives: at the top dose activity, negative = IMPase inhibition, hits mostly inhibitors;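 note: IP1 builds up when IMPase is blocked and the TR-FRET signal falls; plate controls were basal vehicle for no effect and high inhibitor control for full effect; nearly all actives have a fitted effect of over 50% in size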
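Readout is a homogeneous TR-FRET IP1 immunoassay (Ex 320, Em 665 and 620), where raised cytosolic IP1 lowers signal. Cells were CHO-M1 treated 30 min at 37C with test compounds plus a little lithium; AC50 values came from Hill-equation fitting.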
KinaseGlo FLuc = Kinase-Glo luciferase inhibition (counter-screen) | Q27757 | Kinase-Glo luciferase, ATP luminescence, 8 min | Potency, µM (series often up to 38.3 µM), without a hit: top-dose activity change, negative = inhibition, actives largely listed as inhibitors | AID 1379 | 200,000 tested, 0.28% active; note: % is set by controls: 0 for no effect and ±100 for the full control effect; nearly all actives have a fitted effect of over 60% in size
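Kinase-Glo luciferase light output from ATP and luciferin was measured with 10 uM ATP, within the enzyme's linear range. Buffer: 50 mM imidazole pH 7.2, 50 mM KCl, 7 mM MgCl2, 0.01% Tween 20, 0.05% BSA; luminescence read after 8 min at ambient temperature.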
An asterisk follows results filed as active; i = inactive; ? = inconclusive; . = no result given; [ ] = dose if it differs, or a comment. Unless noted, calls come from the whole dose curve; as a rule, active = well fitted curve in the direction sought with a large enough effect; inconclusive = small, poorly fitted or top-dose-only effect, or another doubt; inactive = no such curve, though single readings can be large; an effect the other way counts as inactive or inconclusive. Potency is the fitted concentration of half-maximal effect. A portion of the library; rates above refer to the full screens.

no.	canonical_smiles	Epigenetic derep	GoLoco inh red	JMJD2E inh	RECQ1 helicase	NPSR antag	SMN2 splice up	IMPase Li cell	KinaseGlo FLuc
1	Cn1c2c(c(=O)n(C)c1=O)C(c1cccc([N+](=O)[O-])c1)Nc1ccccc1O2 (stereo not given)	-1.7%	2.6%	6.6%	-4.3%	-3.1%[46.1 µM]	-6.6%	3.4%[38.3 µM]	-1.2%
2	Cc1ccc(/C=C(\NC(=O)c2ccccc2)C(=O)OCc2ccccc2)cc1	-1.1%	-2.1%	16.1%	13.3%	-45.3%	-3.1%	5.5%	-1.4%
3	N#Cc1c(N2CCOCC2)nc(N2CCCCC2)c2c1CCN(C1CCCCC1)C2	-0.1%	-3.4%	?	-1.6%	-26.3%[46.1 µM]	0.5%	27.6%[38.3 µM]	-0.9%
4	Cc1ccc2c(c1)c1nnc(SCC(=O)Nc3ccccc3C(F)(F)F)nc1n2CC(=O)O	-0.9%	5.2%	0.0%	-0.1%	4.8%	6.7%	0.2%	0.5%
5	C/C(=N\NC(N)=O)c1ccccc1	-3.6%	7.1%	0.0%	i	8.2%	21.0%	-8.4%	0.7%
6	CCC(=O)NCCN1CCN(C(=O)CC)CC1	-1.1%	7.5%	5.4%	-8.2%	9.1%[46.1 µM]	20.9%	25.6%[38.3 µM]	-1.4%
7	Cc1cc(C)cc(NC(=O)Cn2cc3c(n2)CCCCC3)c1	-0.7%	-21.6%	3.7%	7.5%	-7.6%[46.1 µM]	5.0%	22.1%[38.3 µM]	4.4%
8	O=C(O)CCCN1C(=O)C2C3CC(C2C1=O)C1C(c2ccccc2)c2sc(=O)[nH]c2SC31 (stereo not given)	-0.1%	-4.9%	-2.9%	7.7%	22.7%	-16.3%	12.1%	0.6%
9	COc1ccc(Cl)cc1N(CC(=O)NCC(C)C)S(=O)(=O)c1ccc(C)c([N+](=O)[O-])c1	0.0%	-0.7%	2.1%	-2.3%	20.4%	-4.8%	-0.1%	-2.3%
10	C/C(=N/NC(=O)CN1CCN(S(=O)(=O)c2ccc(Br)cc2)CC1)c1ccncc1	4.7%	5.4%	0.1%	-7.1%	6.5%	.	.	.
11	Cc1ccc(N=CC=C2OC(C)(C)C(C)(C)O2)c(C)c1	-1.9%	22.7%	?	i	-19.1%	-0.3%	0.6%	4.1%
12	Cc1ccnc2nc(C(=O)NCc3cccs3)nn12	-0.7%	-0.1%	5.8%	4.8%	12.6%[46.1 µM]	-7.3%	-9.0%[38.3 µM]	-2.7%
13	CSc1nsc(SCC(=O)Nc2ccc3c(c2)OCCO3)n1	5.7%	3.1%	2.0%	-1.6%	-9.3%[46.1 µM]	22.4µM*	11.0%[38.3 µM]	1.3%
14	Cc1nc(C)n(CC(=O)N2CCCC(C(=O)c3ccc(C(F)(F)F)cc3)C2)n1 (stereo not given)	-0.1%	2.5%	7.1%	i	0.7%	.	1.8%	.
15	C=CCNc1nc(NCCO)nc(N2CCCC2)n1	-2.1%	-5.0%	-15.2%	i	5.2%[46.1 µM]	0.7%	19.9%[38.3 µM]	2.8%
16	COc1cccc(C2/C(=C(\O)c3ccc(OC)c(OC)c3)C(=O)C(=O)N2c2cc(C)on2)c1 (stereo not given)	2.1%	8.4%	-6.5%	i	9.2%[7.67 µM]	-2.9%	10µM*	0.9%
17	CCOC(=O)N1CCC(NC(=O)CS(=O)(=O)Cc2nc(-c3ccc(C)cc3)oc2C)CC1	-0.2%	4.1%	8.0%	-6.6%	-6.8%[46.1 µM]	-26.4%	-5.7%[38.3 µM]	-2.2%
18	Cc1cc(C)nc(NC(=O)c2ccc(C)c([N+](=O)[O-])c2)n1	-2.1%	-0.8%	-2.7%	-3.4%	-7.9%[46.1 µM]	2.3%	-12.4%	-1.6%
19	Cc1ccc(C(=O)N2c3ccccc3CC2C)o1 (stereo not given)	-1.6%	11.2%	-13.3%	i	-1.1%	15.8µM*	7.7%	11.2µM*
20	CCOC(=O)C1CCN(c2c(NCc3ccc(C(=O)NCCC(C)C)cc3)c(=O)c2=O)CC1	-1.1%	0.9%	10.1%	-2.5%	-11.4%[46.1 µM]	?	4.9%[38.3 µM]	-4.6%
21	COc1ccccc1Nc1nnc(SCc2nnc(-c3cc(OC)c(OC)c(OC)c3)o2)s1	1.3%	6.9%	-4.7%	i	3.0%	-4.5%	4.1%	-1.5%
22	O=C1NC(=O)/C(=C\c2ccc(OCc3cccc(C(=O)O)c3)c(Cl)c2)N1	-0.1%	17.7%	-18.8%	i	7.8%	11.2µM*	4.7%	-0.4%
23	O=C(CSc1nc2ccccc2s1)NCCCN1CCOCC1	0.1%	1.0%	2.3%	-10.4%	2.7%[46.1 µM]	13.0%	-5.5%[38.3 µM]	-5.7%
24	Cc1occc1-c1nnc(SCC(=O)Nc2ccccc2)n1C(C)c1ccccc1 (stereo not given)	-1.3%	-2.9%	0.2%	-6.1%	?	-6.3%	0.2%[38.3 µM]	-7.4%
25	Cc1[nH]nc(N=CC2=C(O)CC(C)(C)CC2=O)c1-c1ccccc1	0.0%	-0.1%	-21.0%	-3.6%	-11.1%[46.1 µM]	-11.2%	-0.4%	0.3%
26	CCCCOC(=O)c1ccc(N=Nc2c(C)c(C#N)c(O)[nH]c2=O)cc1	2.5%	-0.1%	-9.6%	0.7%	-2.0%	.	.	.
27	O=C(O)CC/C(=N\Nc1ccc([N+](=O)[O-])cc1S(=O)(=O)N1CCOCC1)c1cccs1	-1.4%	4.1%	-7.7%	i	19.6%[7.67 µM]	.	.	.
28	Nc1ccc(CC2SC(=O)NC2=O)cc1 (stereo not given)	-3.8%	7.4%	-20.1%	-15.5%	-0.4%[46.1 µM]	12.5%	33.2%[38.3 µM]	18.5%
29	C=CCSc1nncn1/N=C/c1ccc(OC)cc1	-0.4%	12.3%	0.0%	17.3%	-0.5%[46.1 µM]	12.6µM*	7.0%[38.3 µM]	1.7%
30	N#CC1=C(N)Oc2c(ccc3cccnc23)C1c1ccccc1 (stereo not given)	1.4%	4.3%	?	-3.3%	14.6%	.	.	.
31	Cc1cc(C(F)(F)F)n2nc(-c3cccs3)cc2n1	-0.4%	8.4%	-2.9%	-11.2%	0.8%[7.67 µM]	.	.	.
32	Cc1nnc(SCC(=O)N2N=C(c3ccc(Cl)cc3)CC2c2ccco2)[nH]c1=O (stereo not given)	0.0%	81.4%[activator]	?	31.6µM*	-8.1%	-0.9%	3.6%	0.1%
33	CCOC(=O)Nc1ccc2c(c1)N(C(=O)CN1CCN(C)CC1)c1ccccc1S2	0.0%	10.6%	5.7%	-9.7%	0.4%[46.1 µM]	11.4%	19.1%	2.0%
34	COc1ccc(Nc2c(-c3ccco3)nc3ccc(C)cn23)cc1	1.1%	0.3%	?	20.0%	-33.8%	.	-13.9%	5.9%
35	COC(=O)c1ccc(-n2nnnc2SCc2nn[nH]n2)cc1	-9.5%	-4.5%	7.6%	-10.4%	-4.9%[46.1 µM]	.	3.7%[38.3 µM]	3.9%
36	O=C(CCn1c(=O)oc2ccccc21)Nc1ccccc1	0.8%	-2.6%	-6.2%	0.6%	-5.4%[46.1 µM]	2.1%	-3.2%[38.3 µM]	-1.9%
37	Cn1c(NC(=O)c2ccccc2NC(=O)C(C)(C)C)nc2ccccc21	-0.8%	9.5%	?	-15.6%	-23.3%[46.1 µM]	-2.3%	32.3%[38.3 µM]	2.9%
38	Nc1nc(NCc2ccco2)nc(Nc2cccc(F)c2)c1[N+](=O)[O-]	4.3%	12.7%	8.2%	i	13.2%	.	.	.
39	O=P(c1ccccc1)(c1ccccc1)C(O)c1ccccn1 (stereo not given)	2.0%	3.0%	?	-8.2%	11.8%	.	.	.
40	Cc1ccc(S(=O)(=O)N(CC(=O)O)Cc2ccccc2F)cc1	0.0%	12.8%	4.5%	i	7.2%[46.1 µM]	-28.0%	16.4%[38.3 µM]	4.2%
41	CCOc1ccc(C(=O)Nc2ccc(NC(=O)c3ccco3)c(Cl)c2)cc1Br	0.0%	1.1%	?	i	?	-17.4%	?	-7.3%
42	Cc1cccc(OCC(O)Cn2c(=N)n(CCN3CCOCC3)c3ccccc32)c1 (stereo not given)	3.0%	5.6%	3.8%	-4.1%	-19.0%[46.1 µM]	-2.2%	14.7%[38.3 µM]	-3.5%
43	COc1ccc(CN(C)CC(=O)Nc2c(C)cccc2C)c(OC)c1	-1.5%	-7.3%	7.1%	-1.0%	5.7%	-31.6%[inhibitor]	18.0%	7.0%
44	COc1ccc(Cc2nnc(NC(=O)C3CCCO3)s2)cc1 (stereo not given)	-4.6%	5.0%	1.1%	-2.3%	?	-8.5%	11.6%[38.3 µM]	2.6%

2 entries drawn at random from the list so far:
no.	canonical_smiles	Epigenetic derep	GoLoco inh red	JMJD2E inh	RECQ1 helicase	NPSR antag	SMN2 splice up	IMPase Li cell	KinaseGlo FLuc
40	Cc1ccc(S(=O)(=O)N(CC(=O)O)Cc2ccccc2F)cc1	0.0%	12.8%	4.5%	i	7.2%[46.1 µM]	-28.0%	16.4%[38.3 µM]	4.2%
38	Nc1nc(NCc2ccco2)nc(Nc2cccc(F)c2)c1[N+](=O)[O-]	4.3%	12.7%	8.2%	i	13.2%	.	.	.

Filtered by structure, the entries above with bromine.
no.	canonical_smiles	Epigenetic derep	GoLoco inh red	JMJD2E inh	RECQ1 helicase	NPSR antag	SMN2 splice up	IMPase Li cell	KinaseGlo FLuc
10	C/C(=N/NC(=O)CN1CCN(S(=O)(=O)c2ccc(Br)cc2)CC1)c1ccncc1	4.7%	5.4%	0.1%	-7.1%	6.5%	.	.	.
41	CCOc1ccc(C(=O)Nc2ccc(NC(=O)c3ccco3)c(Cl)c2)cc1Br	0.0%	1.1%	?	i	?	-17.4%	?	-7.3%
